Fluorescein autfl = qHTS Assay for Spectroscopic Profiling in Fluorescein Spectral Region; Compound autofluorescence, 480/540 nm, fluorescein-equivalent; active compounds read high; max fluorescein-equivalent concentration, M; 59,000 compounds, 0.91% hits; in the data active means max fluorescein-equivalent concentration above about 10 nM; inconclusive means between about 1.1 nM and that limit
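First, buffer (100 mM Tris, pH 8.0) dispensed; second, compounds and fluorescein standards pinned in; third, 15 min room-temperature incubation; finally, imaging at ex 480 nm/em 540 nm. Fluorescence normalized against the six-point fluorescein curve.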
Ub-GFP proteasome = Ubiquitin-GFP Assay; 67,000 tested, under 10 active; Potency, µM (titrated, usually from 45.9 µM), for the others: at the highest dose activation (GFP accumulation), most hits filed as activators; Ubiquitin-GFP reporter cells, proteasome inhibition, GFP fluorescence; response scale: untreated = 0%, 10 µM MG-132 = 100%; active means well fitted activation curve with a large enough effect, not every such curve was filed as active; inconclusive means small, poorly fitted or top-dose-only effect, or another doubt; inactive means no such curve, though single readings can be large or run the other way; further: potency means the concentration at half of the fitted maximal effect
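GFP accumulation read-out: laser plate cytometry counting ubiquitin(G76V)-GFP-expressing U2OS cells after 4 hr compound exposure at 37 °C. Titrations spanned 46 uM to 2.9 nM; 0% = basal, 100% = 10 uM MG-132; concentration-response curves fitted.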
FLuc inh = qHTS Assay for Inhibitors of Firefly Luciferase. Potency, µM (highest dose often 57.1 µM), for inactives: top-dose activity change, negative = inhibition, hits mostly inhibitors. Luciferin 4-monooxygenase (Photinus pyralis), P08659. purified firefly luciferase, luminescence, 8 min. 72,000 compounds, 2.2% hits; further: potency means the concentration at half of the fitted maximal effect; on the % scale 0 is the no-effect control and ±100 the full control effect; nearly all actives have a fitted effect of over 40% in size
Target sequence (P08659 whole entry, looked up): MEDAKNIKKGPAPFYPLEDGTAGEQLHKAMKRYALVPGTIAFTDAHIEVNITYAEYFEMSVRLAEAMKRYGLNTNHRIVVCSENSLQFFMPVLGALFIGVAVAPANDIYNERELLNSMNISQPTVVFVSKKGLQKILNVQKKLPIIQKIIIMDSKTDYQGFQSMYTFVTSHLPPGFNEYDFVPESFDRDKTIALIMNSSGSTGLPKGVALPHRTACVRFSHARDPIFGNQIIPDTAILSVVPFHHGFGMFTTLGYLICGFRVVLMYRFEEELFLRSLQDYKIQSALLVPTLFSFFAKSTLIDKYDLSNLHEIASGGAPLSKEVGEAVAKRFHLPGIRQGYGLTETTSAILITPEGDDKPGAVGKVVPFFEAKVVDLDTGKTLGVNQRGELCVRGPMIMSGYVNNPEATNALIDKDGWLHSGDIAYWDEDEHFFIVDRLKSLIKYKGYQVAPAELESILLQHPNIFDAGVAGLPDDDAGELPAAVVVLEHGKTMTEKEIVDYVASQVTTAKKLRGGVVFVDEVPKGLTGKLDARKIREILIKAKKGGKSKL
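Titration-based qHTS; buffer 50 mM imidazole pH 7.2, 50 mM KCl, 7 mM MgCl2, 10 uM ATP, 0.01% Tween 20, 0.05% BSA; luciferase/luciferin detector mix added after compound; 8 min, ambient; luminescence.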
Texas Red fluor = qHTS Assay for Spectroscopic Profiling in Texas Red Spectral Region. Compound fluorescence, Texas Red channel, 547/618 nm; active compounds read high. max dye-equivalent concentration, M. AID 587, 2007. 59,000 compounds, 0.06% hits; in the data active means max dye-equivalent concentration above about 10 nM; inconclusive means between about 1.1 nM and that limit
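Fluorescence at ex 547/em 618 nm, normalized against an on-plate Texas Red standard series to give dye-equivalent concentration per compound concentration. Buffer 100 mM Tris, pH 8.0; 15 min RT incubation before CCD imaging.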
GFP derepression = qHTS Assay for Epigenetic Modulators; Potency, µM (highest dose often 46.1 µM), for the others: at the top dose GFP derepression (activation); mouse C127i GFP locus derepression, cytometry, 30 h; 68,000 compounds, 0.09% hits; further: % of control where 0% means no effect
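Murine C127i mammary cells carrying a silenced, stably integrated CMV-driven GFP reporter were treated with compound for 30 hours at 37 C. After PBS washes, GFP-positive cells were counted by laser-scanning microplate cytometry.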
CRE-bla Fsk = Cell signaling CRE-BLA (Fsk stim); Potency, µM (highest dose often 38.2 µM), inactives show at the highest dose activity change, negative = inhibition, hits mostly activators; CHO CRE-bla reporter (cAMP response element driving beta-lactamase), forskolin EC10, beta-lactamase ratio; 71,000 compounds, 2.5% hits; active means well fitted activation curve with a large enough effect in the signal ratio, with a control signal flat, not every such curve was filed as active; inconclusive means small, poorly fitted or top-dose-only effect, or effect the other way, or a change in a side signal; the % refers to the signal ratio; further: potency means the concentration at half of the fitted maximal effect; % of control where 0% means no effect
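CRE-bla CHO cells stimulated with EC10 NKH 477 (water-soluble forskolin) and compound titrations, 3 h at 37C; beta-lactamase read with CCF4 after 2 h at room temperature. Activity from 460/530 nm emission ratio, AC50 values for positive or negative modulation.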
A350 autofl = qHTS Assay for Spectroscopic Profiling in A350 Spectral Region. Compound autofluorescence, 340/450 nm, Alexa 350 dye-equivalents; active compounds read high. max dye-equivalent concentration, M. 59,000 compounds, 11% hits. AID 590, 2007; in the data active means max dye-equivalent concentration above about 10 nM; inconclusive means mostly about 1.1 nM to 9.6 nM
4MU fluor = qHTS Assay for Spectroscopic Profiling in 4-MU Spectral Region; 59,000 compounds, 11% hits; max dye-equivalent concentration, M; compound autofluorescence, 340/450 nm, 4-MU equivalents; active compounds read high; in the data active means max dye-equivalent concentration above about 10 nM; inconclusive means mostly about 1.1 nM to 9.6 nM
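Compounds in 100 mM Tris, pH 8.0, incubated 15 min at room temperature, then fluorescence read at 340 nm excitation/450 nm emission. Signal converted to 4-MU dye-equivalent concentration using an on-plate six-point 4-MU standard curve.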
Hsp90 Hop PPI = qHTS Assay for Disrupters of an Hsp90 Co-Chaperone Interaction; Hsp90 C-terminal peptide / TPR2A (Hop) interaction, human; 71,000 compounds, 0.44% hits; AlphaScreen TPR2A-His6 binding biotin-Hsp90 C-terminal peptide; AID 595, 2007; Potency, µM (doses to about 57 µM), inactives show at the highest dose activity change, negative = inhibition; active means well fitted curve in either direction with a large enough effect; inconclusive means small, poorly fitted or top-dose-only effect, or another doubt; further: potency means the concentration at half of the fitted maximal effect; on the % scale 0 is the no-effect control and ±100 the full control effect; many of its hits are not listed in these tables
HBB splice mod = qHTS Assay for Modulators of Hemoglobin Beta Chain Splicing; AID 925, 2007; HBB splicing reporter cell assay, activation; EGFP reporter with mutant IVS2-654 intron; response scale: normalised to 500 nM splice-correcting PNA; 65,000 compounds, 0.06% hits; Potency, µM (series often up to 46.1 µM), for the others: at the highest dose activation, usual class: activators; further: potency means the concentration at half of the fitted maximal effect; 0% is about no effect
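HeLa cells stably expressing EGFP interrupted by mutant beta-globin intron 2 (IVS2-654), 500/well in 2% FCS. Treated with compound for 2 days at 37C. Splicing correction scored as total well GFP intensity (488 nm excitation, 500-520 nm emission); 500 nM antisense PNA served as control.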
ERK AVP inh = qHTS Assay for Inhibitors of the ERK Signaling Pathway using a Homogeneous Screening Assay; HEK293-V1b, vasopressin-stimulated pERK AlphaScreen; Potency, µM (top dose mostly 57.5 µM), for the others: top-dose activity, negative = inhibition, most hits filed as inhibitors; 72,000 compounds, 0.99% hits; further: potency means the concentration at half of the fitted maximal effect; on the % scale 0 is the no-effect control and ±100 the full control effect; nearly all actives have a fitted effect of over 55% in size
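HEK293 cells stably expressing V1b receptor, seeded overnight in 1% FBS, were treated with compounds for 30 min at 37C, then stimulated 5 min with 25 nM vasopressin; phospho-ERK read by AlphaScreen SureFire after lysis.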
* hit, by the source's call; i = inactive; ? = inconclusive; · = not tested or not shown; [ ] = remark or other dose. Unless noted, the call rests on the fitted dose curve; in most records, active means well fitted curve in the direction sought with a large enough effect; inconclusive means small, poorly fitted or top-dose-only effect, or another doubt; inactive means no such curve, though single readings can be large; an effect the other way counts as inactive or inconclusive. Only part of the results is shown (hit frequency here may not be typical).

canonical_smiles	Fluorescein autfl	Ub-GFP proteasome	FLuc inh	Texas Red fluor	GFP derepression	CRE-bla Fsk	A350 autofl	4MU fluor	Hsp90 Hop PPI	HBB splice mod	ERK AVP inh
COc1cc(-n2c(=O)c3ccccc3n(Cc3cccnc3)c2=O)cc(OC)c1OC	i	1%	1%	i	0%	?	i	i	-2%	-1.9%	0%
O=C(Nc1ccc(Cl)cc1)c1ccsn1	?	-10%	?	i	2%	?	i	i	3%	-1.0%	22%
Cn1c(=O)n(Cc2ccccc2)c(=O)c2c1nc1n2CCCN1Cc1ccccc1	i	·	-1%	i	0%	3%	i	i	-1%	5.4%[0.369 µM]	-19%
Cn1c(-c2ccc(F)cc2)cnc1SCC(=O)NCc1ccco1	i	1%	-2%	i	-4%	-8%	i	i	-11%	·	5%
CCn1c(NCCc2ccc(OC)c(OC)c2)nc2c1c(=O)n(C)c(=O)n2C	i	-2%	1%	i	5%	?	i	i	3%	8.6%[0.369 µM]	9%
COC(=O)c1ccc(C(=O)OC)c(NC(=O)COc2ccccc2OC)c1	?	-6%	3%	i	3%	19%	4.5e-08M*	4e-08M*	-2%	6.4%	-9%
CCC/C(O)=C1\C(=O)CC(C)(C)CC1=NCCO	·	29%	1%	·	-2%	?	·	·	-2%	-0.5%	-17%
O=C(Nc1ccc(N2CCN(C(=O)c3ccccc3)CC2)c(Cl)c1)c1ccco1	·	16%	1%	·	2%	?	·	·	-4%	-3.3%	?
c1csc(Cc2nn3c(-c4ccncc4)nnc3s2)c1	i	·	-1%[25.5 µM]	i	0%[20.6 µM]	·	i	i	·	·	·
CC(=O)c1cccc(NC(=O)C2CCCCC2)c1	·	10%	-2%	·	0%	-1%	·	·	-1%	-5.4%	2%
CC(C)(C)C(=O)OCCn1c(=O)c2cc3c(=O)n(CCOC(=O)C(C)(C)C)c(=O)c3cc2c1=O	?	-10%	1%	i	-3%	?	i	i	-5%	-0.3%	9%
CCCCCCN1CC(O)=C(c2nc3ccccc3[nH]2)C1=N	i	1%	-1%	i	0%	?	i	i	0%	0.0%	-17%
O=C(C1CC1)N1CCc2cc(Br)cc(S(=O)(=O)NCc3ccc4c(c3)OCO4)c21	i	-6%	3%	i	-3%	1%	i	i	1%	-0.1%	0%
Cc1ccc2[nH]c(=O)c(CN(Cc3ccco3)C(=O)c3ccncc3)cc2c1	i	1%	1%	i	5%	5%	?	?	-1%	2.7%[57.5 µM]	-18%
Cn1cnc([N+](=O)[O-])c1[Se]c1nc(N)nc2c1ncn2[C@@H]1O[C@@H](CO)[C@H](O)[C@@H]1O	i	-3%[9.17 µM]	3%[11.4 µM]	i	-3%[9.22 µM]	8%[7.6 µM]	i	i	0%[11 µM]	0.2%[9.22 µM]	3%[11.5 µM]
CC(C)CN(C(=O)COC(=O)c1ccc2c(c1)NC(=O)CS2)C1CCS(=O)(=O)C1 (stereo unspecified)	?	3%	-41%	i	0%	-15%	i	i	-2%	-1.4%	-6%
Cc1cc(C)n(CCOC(=O)c2sc3ccccc3c2Cl)n1	?	5%	16µM*	i	-3%	29%	i	i	2%	2.0%	-28%
CC(=O)Nc1ccc2oc(-c3cc(F)c(F)cc3Cl)nc2c1	?	1%	-24%	i	-2%	7%	1e-07M*	9.4e-08M*	0%	0.9%	-14%
CCOc1ccccc1N1CCN(Cc2ccc(OC)c(OC)c2)CC1	·	-4%[9.17 µM]	0%	·	0%	?	·	·	-4%[11 µM]	0.9%[0.0738 µM]	-14%
O=S(=O)(c1cccs1)N1CCC(Cc2ccccc2)CC1	i	-3%	-1%	i	-3%	13%	i	i	21%	-0.3%	50%[activator]
CCc1nnc(NC(=O)Cn2nnc(-c3ccccc3F)n2)s1	i	-6%	2%	i	4%	0%	?	?	3%	0.2%[57.5 µM]	6%
CCOc1ccc(C2=Nn3c(nnc3-c3cccnc3)SC2)cc1	?	·	1%[25.5 µM]	i	6%[20.6 µM]	·	i	i	·	·	·
CCCC(=O)Nc1ccc(C(=O)n2nnc3ccccc32)cc1	i	2%	0%	i	-3%	?	?	i	-3%	3.1%	-10%
COc1ccccc1CNC(=O)CNC(=O)Cn1cnc2ccccc2c1=O	i	-7%	2%	i	2%	?	2.7e-08M*	3.1e-08M*	-5%	4.7%	4%
CCc1nnc(NC(=O)CSc2nnc(COc3ccccc3C)o2)s1	?	7%	1%	i	1%	-9%	i	i	-8%	-3.6%	11%
CCOc1ccc(S(=O)(=O)N2CCC(C(N)=O)CC2)c2ccccc12	i	-7%	0%	i	4%	9%	i	i	-5%	-0.5%	-43%
Cc1cccc(N2CC(=O)N(c3cccc(C)c3)CC2=O)c1	i	·	-1%[25.5 µM]	i	2%[20.6 µM]	·	i	i	·	·	·
COC(=O)C1=C2SC(C)C(=O)N2C(N)=C(C#N)C1c1ccc(OC)c(OC)c1 (stereo unspecified)	i	0%	-2%	i	6%	-7%	i	i	-4%	-1.5%	13%
CCOc1ccc(-c2nnn(CC(=O)N3CCN(c4ccc(F)cc4)CC3)n2)cc1OCC	?	-2%	2%	i	-4%	17%	i	i	0%	1.0%[57.5 µM]	-8%
COc1cc(C(=O)Nc2c(C)cc(C)cc2C)c(-n2cnnn2)cc1OC	i	1%	-1%	i	-2%	-1%	i	i	0%	·	0%
CCN=C1SC(C(=O)Nc2cccc(OCC)c2)CC(=O)N1CC (stereo unspecified)	i	7%	0%	?	-4%	-1%	i	i	0%	-1.5%	-3%
Cc1cc(=O)[nH]c2n[nH]c(-c3ccccc3)c12	?	4%	-24%	i	1%	0%	3.3e-07M*	2.6e-07M*	1%	-0.2%[57.5 µM]	0%
Cc1cc(OCC(=O)O)c2ccccc2n1	i	4%	0%	i	4%	11%	?	i	-5%	8.3%[0.369 µM]	-5%
C=CCc1ccccc1OCC(O)CN1CCN(C(=O)OCC)CC1 (stereo unspecified)	i	3%	1%	i	2%	3%	i	i	-2%	-0.5%	-16%
Cc1ccc(C)c(N2CCN(C(=O)CCc3nc4ccccc4[nH]3)CC2)c1	·	12%	1%	·	0%	-5%	·	·	-4%	0.1%	-27%
CCOCC(=O)Nc1nnc(COCC)s1	i	4%	2%	i	0%	-5%	i	i	-5%	-1.4%	-3%
COc1ccc2nc(N3CCC(O)CC3)c(C#N)cc2c1	2.3e-08M*	-8%	-17%	i	3%	?	1.9e-07M*	2e-07M*	4%	·	8%
CN(C(=O)c1ccc(Cl)cc1)C1=CCCCC1CCC#N (stereo unspecified)	i	6%	2%	i	-3%	?	i	i	?	-0.1%	18%
CN1CCN(c2ncc3ncc(=O)n(Cc4ccc(F)cc4)c3n2)CC1	i	-5%	1%[11.4 µM]	i	2%[9.22 µM]	15%	?	?	-1%	-1.0%	-6%
COCCCNC(=O)C1CCC(=O)N1Cc1ccccc1Cl (stereo unspecified)	i	-3%	1%	i	2%	-4%	i	i	-8%	-0.3%	20%

2 entries drawn at random from the list so far, as already listed:
canonical_smiles	Fluorescein autfl	Ub-GFP proteasome	FLuc inh	Texas Red fluor	GFP derepression	CRE-bla Fsk	A350 autofl	4MU fluor	Hsp90 Hop PPI	HBB splice mod	ERK AVP inh
CCOc1ccc(C2=Nn3c(nnc3-c3cccnc3)SC2)cc1	?	·	1%[25.5 µM]	i	6%[20.6 µM]	·	i	i	·	·	·
CCOc1ccc(S(=O)(=O)N2CCC(C(N)=O)CC2)c2ccccc12	i	-7%	0%	i	4%	9%	i	i	-5%	-0.5%	-43%

Next section.
canonical_smiles	Fluorescein autfl	Ub-GFP proteasome	FLuc inh	Texas Red fluor	GFP derepression	CRE-bla Fsk	A350 autofl	4MU fluor	Hsp90 Hop PPI	HBB splice mod	ERK AVP inh
CC1(C)Cc2c(C#N)c(N)n(-c3ccccc3)c(=O)c2CO1	i	7%	0%	i	3%	?	i	i	-6%	-1.1%	-11%
CCOC(=O)Cc1c(C)c2c(C)[nH]nc2oc1=O	?	-5%	1%	?	3%	4%	3.9e-08M*	4e-08M*	1%	·	3%
CCC(C)(C)NC(=O)CN(C(=O)c1snc(C(N)=O)c1N)c1ccc2c(c1)OCCO2	i	-3%	-5%	?	1%	?	?	?	1%	-1.8%	13%
N#CCSc1nnc(COc2cccc3ccccc23)n1-c1ccccc1	?	-2%	-2%	i	0%	-4%	i	i	-15%	·	-11%
Cn1c(-c2ccc(N)cc2)nc2ccccc21	?	-1%	?	i	0%	1%	?	?	-2%	0.7%	-22%
O=C(NCc1cccnc1)c1ccccn1	i	2%	1%	i	3%	4%	i	i	-14%	1.3%	-27%

Source: PubChem BioAssay (National Center for Advancing Translational Sciences (NCATS))
